Screening results as filed in PubChem BioAssay.
TSG101-PTAP inh = qHTS Assay for Iinhibitors of HIV-1 Budding by Blocking the Interaction of PTAP/TSG101 | Potency, µM (top dose mostly 115 µM), without a hit: top-dose activity change, negative = inhibition, usual class: inhibitors | AID 493005, 2010 | Fluorescence polarization, FITC-PTAP peptide / Tsg101 binding | Tumor susceptibility gene 101 protein (Homo sapiens), Q99816 | 340,000 tested, under 10 active; active means well fitted inhibition curve with a large enough effect in the main read-out, with a control signal flat, not every such curve was filed as active; inconclusive means small, poorly fitted or top-dose-only effect, or effect the other way, or a change in a side signal; inactive means no such curve, though single readings can be large or run the other way; further: potency means the concentration at half of the fitted maximal effect; % of control where 0% means no effect
Target sequence (Q99816 whole entry, looked up): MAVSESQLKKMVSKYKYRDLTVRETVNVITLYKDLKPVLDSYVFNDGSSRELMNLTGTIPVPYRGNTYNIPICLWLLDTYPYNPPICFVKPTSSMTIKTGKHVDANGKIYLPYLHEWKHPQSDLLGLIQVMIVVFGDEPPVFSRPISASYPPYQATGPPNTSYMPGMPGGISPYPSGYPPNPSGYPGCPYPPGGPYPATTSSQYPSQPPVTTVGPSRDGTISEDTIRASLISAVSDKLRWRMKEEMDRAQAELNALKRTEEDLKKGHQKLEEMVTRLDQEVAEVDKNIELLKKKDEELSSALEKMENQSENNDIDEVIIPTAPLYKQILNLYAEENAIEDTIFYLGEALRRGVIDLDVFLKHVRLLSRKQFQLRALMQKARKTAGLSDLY
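Compounds were pin-transferred onto Tsg101 binding domain (10 uM final) in HEPES pH 7.5 buffer, then FITC-PTAP peptide was added at 50 nM final. After 20 min at RT, polarization reported peptide displacement across a qHTS concentration series.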
a7 integrin act = qHTS for Activators of Integrin-Mediated Alleviation for Muscular Dystrophy; Potency, µM (top dose mostly 38.3 µM), inactives show at the top dose activation, usual class: activators; alpha7betagal myoblasts, beta-gal FDG fluorescence, 48 h; 350,000 compounds, 0.064% hits; AID 624291, 2012;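 further: potency means the concentration at half of the fitted maximal effect; 100% = response of the positive control SU9516; nearly all actives have a fitted effect of over 60% in size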
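alpha7betagal+/- myoblasts (passage 13, 250/well) treated 48 h at 37C with compounds at 1:260 dilution of DMSO stock. Lysed, then beta-galactosidase activity read as FDG fluorescence (ex 480/em 540) after 30 min, with pre-read for autofluorescence.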
TRPV1 agonist = HTS Assay for Compounds that Act as Agonists of the Vanilloid Receptor 1 | TRPV1-expressing cells, Fluo-8 calcium influx, agonist mode | 320,000 compounds, 0.19% hits | activation, % at 8.33 µM | Transient receptor potential cation channel subfamily V member 1 (Homo sapiens), Q8NER1; in the data active means activation above about 80%; inconclusive means between about 30% and that limit; further: 0% is about no effect
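Fluo-8 calcium influx in TRPV1-expressing cells, kinetic read (ex 480/em 520 nm). Compound added and read 3 min for agonist activity, followed by capsaicin at EC20 final and 2 min further read for enhancement.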
AT treatment = qHTS Assay for Identifying a Potential Treatment of Ataxia-Telangiectasia. […] A-T fibroblasts, KAP-1 phosphorylation AlphaLISA; neocarzinostatin DNA damage 30 min before lysis. Potency, µM (top dose mostly 57.5 µM), inactives show at the top dose activation, usual class: activators. 320,000 compounds, 0.19% hits; further: potency means the concentration at half of the fitted maximal effect; % of control where 0% means no effect; nearly all actives have a fitted effect of over 45% in size
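ATM-like activity read as KAP-1 phosphorylation via AlphaLISA donor/acceptor antibody pairs after lysis and 6 hr at 25C. Cells were ATM-null patient fibroblasts ([…], hTERT), dosed 60 min, then exposed to the DSB inducer NCS for 30 min.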
MLL CXXC-DNA inh = qHTS Fluorescence Polarization Assay for Inhibitors of MLL CXXC domain - DNA interaction; Potency, µM (top dose mostly 115 µM), for the others: at the highest dose activity change, negative = inhibition, hits mostly inhibitors; 290,000 compounds, 0.037% hits; MLL-CXXC / FITC-HOXA9 DNA fluorescence polarization; active means well fitted inhibition curve with a large enough effect in the polarisation, with a control signal flat, not every such curve was filed as active; inconclusive means small, poorly fitted or top-dose-only effect, or effect the other way, or a change in a side signal; inactive means no such curve, though single readings can be large or run the other way; the % refers to the polarisation; further: potency means the concentration at half of the fitted maximal effect
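Purified MLL-CXXC (added from a 7 uM solution) was preincubated 5 min at ambient with pinned compounds in 50 mM Tris-HCl pH 7.5, 50 mM NaCl, 1 mM DTT, 0.05% BSA. Fluorescein-labeled HOX-A9 DNA (50 nM solution) followed, 30 min, then polarization read.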
TCR act = Activators of T cell receptors: qHTS campaign; primary human leukocytes, anti-CD3, IL-2 HTRF, 48 h; Potency, µM (top dose mostly 9.22 µM), for the others: top-dose activation of IL-2 secretion, actives largely listed as activators; 330,000 tested, under 10 active; AID 504894, 2011; further: % of control where 0% means no effect
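TCR engagement came from a-CD3 beads alone, with compounds added to primary human leukocytes for 48 hr. Secreted IL-2 bridged europium cryptate- and d2-labelled anti-IL-2 antibodies, giving FRET emission at 665nm after 320nm excitation.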
ELG1 repair inh = qHTS screen for small molecules that inhibit ELG1-dependent DNA repair in human embryonic kidney (HEK293T) cells expressing luciferase-tagged ELG1; HEK293T ELG1-luciferase reporter, luminescence, 16 h; DNA damage induced by 5-fluorouridine; Potency, µM (series often up to 46.1 µM), without a hit: at the highest dose activity change, negative = inhibition, hits mostly inhibitors; 330,000 compounds, 2.3% hits; further: potency means the concentration at half of the fitted maximal effect; on the % scale 0 is the no-effect control and ±100 the full control effect; nearly all actives have a fitted effect of over 55% in size
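HEK293T cells expressing luciferase-tagged ELG1 (2,000/well) received 5-Fluorouridine plus compound or DMSO for 16 hr at 37 °C. Luciferase was read by ONE-Glo luminescence after 30 min at room temperature.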
BRCA1 expr act = qHTS Assay to Identify Small Molecule Activators of BRCA1 Expression; MCF7-BRCA1-FFLuc reporter, luminescence, 48 h; response scale: scaled: vehicle 0%, 10 µM genistein 100%; Potency, µM (titrated, usually from 46.1 µM), inactives show at the highest dose activation, usual class: activators; 380,000 compounds, 1.1% hits; AID 624202, 2012; further: potency means the concentration at half of the fitted maximal effect; nearly all actives have a fitted effect of over 80% in size; some results filed as inactive show a strong effect at the top dose
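MCF7-BRCA1-FFLuc cells, 2000/well in phenol-red-free MEM, attached 2 h then treated 48 h at 37 C. Luciferase luminescence read 15 min after reagent; normalized to genistein maximum activation (10microM) and DMSO, concentration-response fitted.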
B2AR arrestin = qHTS assay of beta-arrestin-biased ligands of beta2-adrenergic receptor; beta-arrestin recruitment to beta2AR, cell-based reporter; Beta-2 adrenergic receptor (Homo sapiens), P07550; AID 492947, 2010; Potency, µM (doses to about 46.1 µM), without a hit: at the highest dose activation, actives largely listed as activators; 330,000 compounds, 0.02% hits;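 further: potency means the concentration at half of the fitted maximal effect; 0% = DMSO controls and full agonism = EC100 isoproterenol or metaproterenol; nearly all actives have a fitted effect of over 65% in size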
Target sequence (P07550 whole entry, looked up): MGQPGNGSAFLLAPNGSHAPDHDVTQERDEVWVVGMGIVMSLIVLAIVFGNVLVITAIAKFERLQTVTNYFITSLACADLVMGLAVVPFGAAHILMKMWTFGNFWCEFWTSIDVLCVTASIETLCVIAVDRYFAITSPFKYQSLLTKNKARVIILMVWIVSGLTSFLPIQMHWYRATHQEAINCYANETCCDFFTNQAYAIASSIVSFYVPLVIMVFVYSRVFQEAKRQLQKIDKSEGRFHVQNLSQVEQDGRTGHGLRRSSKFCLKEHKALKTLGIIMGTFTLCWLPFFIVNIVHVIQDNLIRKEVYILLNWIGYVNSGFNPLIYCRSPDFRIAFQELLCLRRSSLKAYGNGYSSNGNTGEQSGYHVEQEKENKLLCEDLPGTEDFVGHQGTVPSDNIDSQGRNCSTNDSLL
p53 reactivation = qHTS assay for re-activators of p53 using a Luc reporter; H1299 p53-A138V BP100-luciferase reporter, luminescence, 24 h; Potency, µM (doses to about 92.2 µM), for inactives: at the highest dose activity change, positive = activation, usual class: activators; 320,000 compounds, 0.063% hits; AID 504706, 2011; further: potency means the concentration at half of the fitted maximal effect; % of control where 0% means no effect; nearly all actives have a fitted effect of over 45% in size
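H1299 (p53-null), stable ts p53-A138V + BP100-Luc; 1000 cells/well, Opti-MEM/10% FBS; cpd 4 pt, 1:5; 24 h, 37 deg C, 5% CO2; detection reagent 10 min RT; luminescence.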
Starred values were filed as active, the others as inactive; ? = inconclusive; · = no result given; [ ] = another dose, or the depositor's remark. Unless noted, the call rests on the fitted dose curve; in most records, active means well fitted curve in the direction sought with a large enough effect; inconclusive means small, poorly fitted or top-dose-only effect, or another doubt; inactive means no such curve, though single readings can be large; an effect the other way counts as inactive or inconclusive. No enrichment for hits; any-hit rate near 3.8%.

SMILES | TSG101-PTAP inh | a7 integrin act | TRPV1 agonist | AT treatment | MLL CXXC-DNA inh | TCR act | ELG1 repair inh | BRCA1 expr act | B2AR arrestin | p53 reactivation
O=C(c1cn[nH]c1)N1CCc2c([nH]c3ccccc23)C1c1c(F)cccc1Cl (centres undefined) | -3.1% | 7.4% | -3.3 | -0.8% | 6.3% | 0.7% | -3.0% | -16.1% | 0.0% | -1.3%
O=C(NNC(=O)c1cc(Cl)ccc1O)c1cccs1 | -0.3% | -31.1%[inhibitor] | 3.5 | -6.8% | 22.2% | -1.1% | ? | -13.8% | -0.4% | ?
Cc1ccccc1C(=O)c1cccn1CC(=O)NCCCN1CC(C)CC(C)C1 (centres undefined) | -6.1% | -43.1% | 9.1 | 6.5% | -6.8% | -3.1% | 16.5% | 0.0% | 0.1% | -8.5%
COc1ccc(NC(=O)C(CC(=O)O)Cc2ccccc2)cc1 (centres undefined) | -0.6% | -9.5% | 7.1 | · | 3.1% | 5.4% | 9.3% | 4.4% | 0.1% | -13.5%
C[C@H](O)Cc1cn(-c2cc3cc(C#Cc4ccsc4)ccc3oc2=O)nn1 | -1.2% | 14.8% | -2.8 | 9.6% | · | -2.3% | 0.8% | -8.9% | 0.3% | 3.0%
COc1ccc(CCN2C(=O)C(Oc3ccccc3C)C2c2ccc3c(c2)OCO3)cc1 (centres undefined) | -1.0% | 15.8% | ? | 2.9% | 8.3% | -0.2%[46.1 µM] | 16.4µM* | -72.3% | -2.4% | -3.3%
CCCC1CCc2c(c3ccccc3[nH]c2=O)O1 (centres undefined) | -4.9% | 0.7% | 9.0 | 1.9% | -2.3% | -19.8% | -1.0% | -2.0% | -0.1% | -2.1%
Cc1cccc(NC(=S)N(Cc2cccc(Br)c2)CC2CCC(C(=O)O)CC2)c1 (centres undefined) | 1.5% | 9.2% | 10.1 | 0.1% | 14.4% | -5.1% | 0.0% | 19.5% | -0.1% | 4.9%
COC1C(CO)OC(n2cnc3c(=S)nc(N)[nH]c32)C1O (centres undefined) | 0.1% | -0.2% | · | · | · | -2.7% | · | 11.4% | · | ·
O=c1c2ccccc2nc(COc2ccccc2)n1/N=C/c1ccco1 | -5.9% | 14.9% | ? | 22.5% | 3.2% | -3.1% | ? | ? | -0.8% | 14.3%
CCNC(=S)N1CCn2c(nc3ccccc32)C1 | 0.5% | 9.8% | -2.1 | 7.8% | 13.8% | -10.0% | 4.5% | -4.2% | -0.8% | 3.3%
CN1CCN(c2cc(N3CCc4ccccc4C3)c(F)cc2[N+](=O)[O-])CC1 | -4.4% | -57.2%[inhibitor] | 9.5 | 1.5% | 4.3% | 0.2%[46.1 µM] | 0.7% | -52.5% | 0.3% | 3.1%
Clc1ccc(C(c2nnnn2C2CCCC2)N2CCN(c3nc4ccccc4s3)CC2)cc1 (centres undefined) | -0.9% | -13.1% | · | · | · | -5.8% | · | -15.4% | · | ·
CC1(C)CC(=O)c2cnc(N3CCc4ccccc43)nc2C1 | 0.6% | -3.4% | 17.9 | 25.2% | -10.1% | 1.5% | ? | ? | 0.4% | ?
COc1ccc(S(=O)(=O)Nc2ccc3c(c2)n(C)c(=O)n3C)cc1OC | -6.0% | 12.3% | -3.0 | 8.3% | -3.1% | -8.2% | ? | -65.4% | -0.3% | 4.7%
CC(C)N(Cc1nc(-c2ccccc2)no1)C(=O)Cc1ccccc1 | -2.1% | -10.3% | · | 5.2% | -6.5% | 5.8% | -10.4% | -19.8% | -0.1% | -3.8%
Cc1cc(Cl)c(OCCCCN2CCOCC2)c(Br)c1 | -7.3% | 8.1% | 3.1 | 2.7% | -3.7% | 8.8%[46.1 µM] | 20.9% | -7.4% | -0.1% | 9.2%
Cc1nnc(C)n1/N=C/c1c(O)ccc2ccccc12 | 1.7% | 0.0% | 9.9 | -20.0% | ? | -3.6% | 26.2% | -40.1% | 0.5% | 3.7%
COc1cc(NC(=S)N2CCCC(CO)C2)c(OC)cc1Cl (centres undefined) | -5.2% | -0.9% | 0.7 | 4.2% | -8.9% | -3.5%[46.1 µM] | 14.0% | 13.6% | -1.4% | 4.1%
CCC(=O)Oc1ccc2c(=O)c(-c3ccc4ccccc4n3)c(CC)oc2c1C | -3.8% | 30.5% | -0.7 | 1.3% | 16.4% | 6.2%[46.1 µM] | 0.4% | -15.8% | -0.5% | -10.1%
N#Cc1ccc(N2C(=O)[C@@H]3C(C(=O)c4cnccn4)=NN[C@@H]3C2=O)cc1 | -11.3% | 7.8% | · | -14.9% | -2.0% | 0.6% | 3.9% | 16.9% | -0.8% | -0.8%
COC(=O)CCNCCSc1nnc(-c2ccco2)n1Cc1ccccc1 | -1.9% | 7.0% | -0.1 | 5.6% | 3.5% | 4.1% | -6.8% | -4.2% | 0.0% | -2.7%
CCCN1CCC(=O)N([C@H](CSc2ccccc2)c2ccccc2)CC1 | -5.1% | -5.9% | 11.5 | 7.3% | 1.1% | -3.8% | ? | 62.6% | 0.1% | ·
O=C(Nc1cccc(C(F)(F)F)c1)C1C2CC3OC(=O)C1C3C2 (centres undefined) | -0.6% | ? | 1.0 | 5.3% | 1.3% | -6.0% | 8.1% | 19.9% | 0.0% | 7.2%
O=C(COC(=O)C1=COCCO1)Nc1ccc(Br)cc1Br | -2.5% | -8.8% | · | 8.4% | · | -1.4% | 12.5% | 24.8% | 0.2% | 2.3%
Going on with the list:
SMILES | TSG101-PTAP inh | a7 integrin act | TRPV1 agonist | AT treatment | MLL CXXC-DNA inh | TCR act | ELG1 repair inh | BRCA1 expr act | B2AR arrestin | p53 reactivation
FC(F)(F)c1cc(Cl)c2nc(-c3ccccc3)cn2c1 | 0.7% | 5.2% | · | 4.7% | -8.4% | -8.9% | ? | 9.9% | 0.1% | 18.0%
NC(=O)CN1CCN(C2CC(=O)N(CCc3ccccc3)C2=O)CC1 (centres undefined) | -6.3% | 1.3% | 3.7 | 1.1% | -1.3% | · | -5.7% | 27.3% | -0.4% | -0.6%
CC1(C)NC(=O)N(CCCCOc2ccccc2[N+](=O)[O-])C1=O | · | · | 1.0 | 3.3% | 2.9% | · | 1.4% | · | -0.8% | -4.1%
C[C@H](NC(=O)c1nc[nH]c1C(=O)NCc1ccc(CNC(=O)OC(C)(C)C)cc1)C(=O)OCc1ccccc1 | -7.5% | -6.3% | · | 3.1% | · | -1.7% | -9.4% | -44.9% | -1.1% | -25.0%
CS(=O)(=O)N1CCC(C(=O)N2CCN(C(c3ccccc3)c3ccccc3)CC2)CC1 | -7.0% | -9.2% | 17.1 | -4.9% | 6.6% | 1.5% | 0.0% | -23.9% | -1.1% | 14.1%
N#Cc1cc(C(=O)c2cc(Cl)ccc2O)cn(-c2ccccc2)c1=O | -0.1% | -1.2% | -1.3 | 3.6% | 19.5% | 3.7%[46.1 µM] | -12.5% | -16.3% | -0.8% | 3.1%
Cn1nc(-c2ccc(Cl)cc2)c2cc(C(=O)NCC3CCCO3)sc21 (centres undefined) | -2.2% | -15.8% | · | -9.7% | -10.5% | -0.6% | 16.4µM* | -43.6% | 0.2% | -0.1%
COc1ccc(OC)c(-c2cc(C(=O)N3CCCc4ccccc43)no2)c1 | -11.2% | -14.3% | 26.3 | 5.8% | 7.6% | -2.7% | ? | -2.0% | -0.2% | 0.0%
CCNc1sc(C(=O)c2cccs2)c(N)c1-c1nc2ccccc2s1 | -0.4% | 23.3% | 3.0 | 30.3% | 0.8% | -5.6% | ? | -35.0% | 0.4% | 24.8%
CNC(=O)COc1ncnc2sccc12 | 0.9% | 29.4% | -2.0 | 0.0% | -2.9% | -0.9% | 4.3% | 29.4% | 0.0% | -4.5%
COc1ccc(-c2nn(-c3ccccc3)cc2C#N)cc1 | -0.3% | 26.6% | 22.4 | -2.9% | 1.9% | 4.3% | ? | 3.98µM* | 0.0% | 12.8%
CC(C)=C1SC(N2CCOCC2)=NC1=O | -12.5% | 21.0% | 1.7 | -0.1% | -3.3% | -0.5% | 0.7% | 0.4% | 0.1% | 6.9%
Fc1ccc(-c2n[nH]c(=S)c3ccccc23)cc1 | -8.5% | -7.2% | -3.6 | 0.3% | 5.6% | 10.2% | -2.4% | 0.5% | -0.1% | 0.3%
